UHRF1 binding: human UHRF1 methylated DNA binding inhibitors; UHRF1 binding to methylated oligo, TR-FRET; inhibition, % at 4.4 µM; 370,000 compounds, 0.75% hits; AID 687016; in the data active = inhibition above about 21%;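 note: UHRF1 SRA domain binding a hemimethylated CpG hairpin DNA probe; 0% = median of test compound wells and 100% = reference inhibitor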
ASAP1 inh: blocks human ASAP1-stimulated Arf1 GTP hydrolysis | Q9ULH1 | GDP FP detection | inhibition, % at 16.5 µM | 360,000 compounds, 0.19% hits | AID 624377; in the data active = inhibition above about 25%;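 note: 0% = vehicle with enzyme and substrate and 100% = no enzyme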
MBD2 DNA inh: blocks human MBD2 binding to methylated DNA | 370,000 compounds, 0.31% hits | Q9UBB5 | inhibition, % at 4.4 µM | TR-FRET, MBD2 binding to methylated oligonucleotide; in the data active = inhibition above about 13%
PLC-gamma1 inh: blocks human PLC-gamma1 enzyme activity; AID 720700; inhibition, % at 12.2 µM; purified PLC-gamma1, fluorogenic substrate, fluorescence; P19174; 370,000 compounds, 0.84% hits; in the data active = inhibition above about 9.5%
DDE Tn6 FP inh: inhibitors of Tn6 peptide binding to human fibrin DD(E); P02675; Fibrin DD(E) TRITC-Tn6 fluorescence polarization displacement; inhibition, % at 8.3 µM; 370,000 compounds, 0.21% hits; AID 720509;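 active = inhibition above a per-campaign cutoff: mean of compounds within control limits plus 3 SD, cut at about 15% in these data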;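 note: 0% = median of all compound wells on the plate and 100% = blocking peptide control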
DDE Tn7 FP inh: DD(E)-Tn7 binding inhibition, primary FP screen; FP displacement of FITC-Tn7 peptide from fibrin DD(E); 0% = median of compound wells per plate; inhibition, % at 8.3 µM; 370,000 compounds, 0.13% hits; AID 720508;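 active = inhibition above the mean of compounds falling within the control limits plus 3 SD of them, cut at about 14% in these data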;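 note: 0% = plate median of compound wells and 100% = 10 µM Aha-Tn7 peptide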
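Assay system: human fibrin DD(E) protein / Input: 2 µM fibrin DD(E) / Benchmarks: high control of 10 µM Aha-Tn7 peptide / Measured by: fluorescence polarization of the labelled Tn7 tracer / Medium: Tris buffer with calcium and detergent, pH 7.8 / Timing: 10 min compound pre-incubation, 3 h probe incubation at room temperature / Repeats: one replicate per compound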
ARFGAP1 inh: inhibitors of rat ARFGAP1; Q62848; Arfgap1-stimulated ARF1 GTP hydrolysis, GDP FP detection; inhibition, % at 16.5 µM; 360,000 compounds, 0.26% hits; AID 651572;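 active = inhibition above a per-plate limit, mean inhibition of low control wells plus 3 SD, cut at about 25% in these data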;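 note: 0% = DMSO wells with enzyme and 100% = wells lacking Arfgap1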
Target sequence (Q62848 1-136 limits assumed): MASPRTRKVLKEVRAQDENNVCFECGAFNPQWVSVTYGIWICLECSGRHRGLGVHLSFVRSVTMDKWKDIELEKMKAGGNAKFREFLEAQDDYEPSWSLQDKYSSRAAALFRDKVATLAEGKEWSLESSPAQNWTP
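Assay system: Rat Arfgap1 GAP domain (His6, aa 1-136), purified enzyme | Buffer or medium: HEPES 25 mM pH 7.5, NaCl 150 mM, MgCl2, DTT | Schedule: GTP hydrolysis reaction 2 h at 25 °C | Signal: FP of antibody-bound GDP Alexa 633 tracer, ex 620/em 688 nm | Measure: Percent inhibition of Arfgap1-stimulated GTP hydrolysis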
PLCb3 inh: blocks human PLC-beta3 enzyme activity; Q01970; Purified PLC-beta3, fluorogenic substrate, fluorescence; inhibition, % at 12.2 µM; 370,000 compounds, 0.18% hits; AID 720704; in the data active = inhibition above about 11%;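 note: 0% = median of compound wells on plate and 100% = full blocker control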
ADAM17 inh: ADAM17 inhibition, QFRET primary screen. P78536. recombinant ADAM17, EDANS/DABCYL FRET peptide cleavage. AID 720648. inhibition, % at 6.95 µM. 370,000 compounds, 0.83% hits;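 active = inhibition above the mean of compounds lying between control limits plus 3 SD, set per campaign, cut at about 8.5% in these data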;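 note: 0% = DMSO-only wells as the low control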
Target sequence (P78536 215-824 limits assumed): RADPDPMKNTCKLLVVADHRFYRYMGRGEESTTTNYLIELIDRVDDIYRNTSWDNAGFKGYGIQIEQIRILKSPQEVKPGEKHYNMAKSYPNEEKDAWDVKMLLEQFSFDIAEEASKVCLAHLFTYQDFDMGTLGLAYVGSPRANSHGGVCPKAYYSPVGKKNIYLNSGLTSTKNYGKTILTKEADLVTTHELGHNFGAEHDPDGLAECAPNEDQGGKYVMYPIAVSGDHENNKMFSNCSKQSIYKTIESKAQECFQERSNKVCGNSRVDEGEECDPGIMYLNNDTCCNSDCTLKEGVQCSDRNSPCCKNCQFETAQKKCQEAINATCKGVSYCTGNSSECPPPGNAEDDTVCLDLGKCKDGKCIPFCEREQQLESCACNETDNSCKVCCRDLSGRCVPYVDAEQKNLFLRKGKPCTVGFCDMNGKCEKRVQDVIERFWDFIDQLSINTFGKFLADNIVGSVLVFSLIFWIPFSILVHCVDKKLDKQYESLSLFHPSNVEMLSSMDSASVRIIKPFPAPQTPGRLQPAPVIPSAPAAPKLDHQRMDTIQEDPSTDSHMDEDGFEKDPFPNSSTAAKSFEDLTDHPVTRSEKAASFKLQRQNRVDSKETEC
proKLK7 act: activates the human kallikrein-7 zymogen; P49862; purified proKLK7, EDANS-DABCYL substrate fluorescence; 100% is mature enzyme control, 0% vehicle; activation, % at 7 µM; 370,000 compounds, 0.9% hits;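 active = activation above the mean of all tested compounds plus 3 SD, computed per campaign excluding outliers beyond control limits, cut at about 13% in these data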
Starred values were filed as active, the others as inactive; i = inactive; x = not tested or not shown.

SMILES	UHRF1 binding	ASAP1 inh	MBD2 DNA inh	PLC-gamma1 inh	DDE Tn6 FP inh	DDE Tn7 FP inh	ARFGAP1 inh	PLCb3 inh	ADAM17 inh	proKLK7 act
C#CCOCCOCCOCCNc1nc(N2CCN(C(=O)Cn3cc(CCO)nn3)CC2)nc(N2CCN(C(=O)[C@H](C(C)C)n3cc(CCO)nn3)CC2)n1	1.6	4.9	2.3	-2.4	-4.7	6.2	7.3	3.1	-3.8	0.5
N#Cc1cccc(C(=O)N(CCc2ccccc2)Cc2cccs2)c1	4.2	-3.3	-1.1	0.6	0.9	1.9	7.5	-5.1	-0.4	-0.3
CSC1=NCCN1S(=O)(=O)c1ccccc1	-1.6	-3.6	-2.0	1.2	5.1	3.9	-7.8	4.3	0.9	-0.5
CCCCOc1ccc(C(=O)Nn2c(-c3cccs3)nc3ccccc3c2=O)cc1	2.2	1.0	4.3	-1.8	4.2	-3.7	2.4	-1.9	-23.3	-81.1
CC(CCc1ccccc1)NS(=O)(=O)c1ccccc1Cl (configuration not stated)	0.9	-3.7	3.1	-0.8	-0.8	13.3	1.2	-6.9	-1.6	0.5
Cc1ccc(C(=O)O/N=C2\CC3CCC2(C)C3(C)C)cc1 (configuration not stated)	-0.2	5.2	5.4	-3.0	1.2	4.9	8.0	3.5	-2.9	0.3
COc1ccc2[nH]c(C)c(CCNC(=S)Nc3cccc(C)c3C)c2c1	-0.2	-0.7	-1.4	-2.8	-8.5	5.4	1.5	-0.9	-1.0	-0.1
Cc1ccccc1NS(=O)(=O)c1nnc(NC(=O)c2ccccc2F)s1	-0.1	3.5	-5.7	-5.8	-0.1	-1.2	1.7	-12.2	0.5	0.5
Cc1ccc(-c2nc(CSCC(=O)N3CCCC3)c(C)o2)cc1	-0.4	-16.9	-4.8	1.3	9.8	-0.7	-1.5	-1.8	0.0	0.1
COc1ccc(C2Nc3ccccc3NC3=C2C(=O)CC(C)(C)C3)cc1OC (configuration not stated)	-10.4	0.3	-7.6	-84.5	-4.8	-0.8	-1.2	-117.0	-3.5	-3.2
COc1cccc(N2CCN(CC(=O)Nc3ccc(S(=O)(=O)N4CCCCCC4)cc3)CC2)c1	-1.9	7.9	-3.1	0.0	-1.0	3.7	-14.2	0.2	6.9	0.2
Cc1ccc(OCCC(=O)OCC(=O)Nc2ccc(F)cc2)cc1	-0.7	-3.3	-0.4	3.0	4.0	-6.7	11.6	-4.9	-0.5	-0.5
O=C(Nc1ccc(Cl)cc1C(F)(F)F)C(Sc1cccc[n+]1[O-])c1ccccc1 (configuration not stated)	-0.2	8.3	-6.4	7.5	6.2	-0.9	-6.8	-2.0	0.2	-0.4
Cc1[nH]nc(-c2ccc(O)c(C)c2O)c1Oc1ccccc1	-0.1	15.2	-3.2	0.1	3.1	9.2	19.2	-0.6	8.3	-0.3
CC1CCCC(NC(=O)CNCc2ccccc2F)C1C (configuration not stated)	-1.1	7.1	3.6	-1.0	2.4	-2.2	-7.4	0.1	-1.6	0.1
CC(=O)NC(c1ccc(F)c(F)c1)c1nc(-c2cc3ccccc3o2)cs1 (configuration not stated)	2.4	13.4	9.0	1.5	0.7	-4.1	5.0	3.3	5.1	0.8
O=C(O)c1ccccc1Sc1ncnc2sccc12	-2.1	4.0	1.4	-1.2	0.9	-8.6	-4.7	-8.1	-1.9	0.2
COc1cc(NC(=O)c2ccc3c(=O)n(Cc4ccco4)c(=S)[nH]c3c2)cc(OC)c1OC	-0.6	-2.9	-2.2	-2.4	0.5	-2.0	6.9	6.7	-1.5	-0.3
CC(CNC(=O)CCCn1ncn2c(cc3occc32)c1=O)c1ccccc1 (configuration not stated)	-0.3	7.0	-4.8	-2.6	-1.5	0.9	-24.4	-8.5	-2.9	-0.2
CC1(Cc2ccc(F)cc2)C(=O)Nc2c(Cl)ccc(Cl)c21 (configuration not stated)	1.8	-17.0	-4.7	1.8	2.1	-3.4	12.2	0.2	-0.4	0.5
CC(O)(c1ccccc1)c1nc(-c2cccc(C#N)c2)cs1 (configuration not stated)	2.5	2.7	-0.7	1.6	-0.7	-5.4	17.2	0.7	0.7	0.3
CC(=O)c1ccc(N=Nc2ccc(C)cc2)cc1	-1.9	-3.3	0.7	4.8	-0.9	2.1	-3.9	0.8	1.4	-0.9
CCOC(=O)c1ccc(NC(=S)NCCCn2ccnc2)cc1	0.7	-8.7	-2.6	-0.8	5.6	0.0	3.7	-2.0	-0.2	-0.3
O=C(NCc1ccccc1)Nc1cccn(Cc2ccccc2F)c1=O	-0.3	-12.8	1.6	-4.8	-0.4	-4.0	8.3	-3.8	-12.3	-0.9
CCCCNC(=O)C[C@H]1C[C@@]2(C(=O)OC)C(=C[C@H](C(C)(C)C)O[C@@H]2C)N(Cc2ccc(Cl)cc2Cl)C1=O	0.1	x	0.2	1.4	0.2	-3.0	x	3.5	6.0	0.0

A few values from above.
Cc1ccc(-c2nc(CSCC(=O)N3CCCC3)c(C)o2)cc1 | PLCb3 inh: -1.8
Cc1ccc(OCCC(=O)OCC(=O)Nc2ccc(F)cc2)cc1 | proKLK7 act: -0.5

The main list resumes, repeating the two entries before the break.
SMILES	UHRF1 binding	ASAP1 inh	MBD2 DNA inh	PLC-gamma1 inh	DDE Tn6 FP inh	DDE Tn7 FP inh	ARFGAP1 inh	PLCb3 inh	ADAM17 inh	proKLK7 act
O=C(NCc1ccccc1)Nc1cccn(Cc2ccccc2F)c1=O	-0.3	-12.8	1.6	-4.8	-0.4	-4.0	8.3	-3.8	-12.3	-0.9
CCCCNC(=O)C[C@H]1C[C@@]2(C(=O)OC)C(=C[C@H](C(C)(C)C)O[C@@H]2C)N(Cc2ccc(Cl)cc2Cl)C1=O	0.1	x	0.2	1.4	0.2	-3.0	x	3.5	6.0	0.0
CC1(C)CC2CC(C)(CN2C(=S)NC(=O)c2ccccc2Cl)C1 (configuration not stated)	-6.5	0.0	3.3	3.4	1.4	1.6	1.4	0.4	1.4	-0.2
C/C(=N/NC(N)=S)c1cc2ccc(O)cc2oc1=O	-10.6	-19.1	-14.9	-408.2	6.7	0.1	-8.6	i	i	7.2
Clc1cccc(Cl)c1C[n+]1ccc2ccccc2c1	-4.0	-5.5	-4.5	-11.2	-2.9	-7.0	-5.9	-32.2	-10.7	-0.6
CCCN(CC(=O)Nc1ccccc1C)C(=O)c1ccc(N2CCCC(C)C2)c([N+](=O)[O-])c1 (configuration not stated)	0.0	5.9	-1.7	4.3	0.6	-2.7	1.2	-6.7	4.8	0.5
COCOc1cccc(CN2CCC2(C)C(=O)Nc2ccc(C)c(O)c2)c1 (configuration not stated)	-1.0	-9.2	-3.5	2.2	10.6	-1.7	5.2	-5.8	-1.0	-0.4
O=C(CSc1ccc(Br)cc1)Nc1cccc(S(=O)(=O)N2CCOCC2)c1	2.2	0.3	-4.5	-1.7	1.4	-2.5	-0.1	-5.2	2.7	0.4
COc1cccc2sc3ccc(C#Cc4ccc(N)cc4)cc3c(=O)c12	-3.5	14.3	-2.1	-24.8	-4.2	-4.7	11.7	-25.2	-2.7	0.5
CCc1cc(CNC(=O)CCc2nnc(CCCc3ccccc3)o2)on1	-3.8	3.5	-5.4	-1.0	-0.7	-4.2	3.1	-5.3	-1.6	0.0
COC(=O)c1cc(NC(=O)c2c(-c3ccccc3)noc2C)ccc1N1CCOCC1	2.7	2.4	-0.7	-15.5	0.8	-3.3	12.8	-24.8	-1.9	0.5
COc1ccccc1N1CCN(CC(=O)c2ccc(F)cc2)CC1	-1.2	-2.4	8.3	-2.3	-0.2	0.3	1.1	-2.0	-4.3	0.7
COc1ccc(Cl)cc1C(=O)Nc1cc(=O)n(C)c(=O)n1C	-2.3	8.9	-2.0	1.3	-4.5	-10.5	-3.8	1.8	-0.2	0.1
CCCn1c(=O)c(C(=O)Nc2ccccc2C)c(O)c2ccccc21	1.4	12.9	1.0	-0.9	-0.5	-0.4	-4.8	-5.8	-1.3	-0.2
O=C(C1CCC(CNS(=O)(=O)c2ccccc2)CC1)N1CCCCC1 (configuration not stated)	0.0	28.3*	2.3	3.3	2.3	-9.8	5.8	-6.7	0.2	-0.1
COC(=O)COc1cccc2c(=O)n(CC(=O)Nc3ccc4c(c3)OCCO4)ccc12	0.0	0.5	-1.9	0.0	3.1	-1.5	0.1	1.3	-3.8	0.5
COc1ccc(C(=O)N/N=C/C2CC=CCC2)cc1OC (configuration not stated)	-0.4	9.9	3.1	1.0	-0.5	-2.1	2.8	-8.0	-0.5	0.3

Ordered by heavy-atom count (falling): part of the list above.
SMILES	UHRF1 binding	ASAP1 inh	MBD2 DNA inh	PLC-gamma1 inh	DDE Tn6 FP inh	DDE Tn7 FP inh	ARFGAP1 inh	PLCb3 inh	ADAM17 inh	proKLK7 act
CCCN(CC(=O)Nc1ccccc1C)C(=O)c1ccc(N2CCCC(C)C2)c([N+](=O)[O-])c1 (configuration not stated)	0.0	5.9	-1.7	4.3	0.6	-2.7	1.2	-6.7	4.8	0.5
COc1ccc(C2Nc3ccccc3NC3=C2C(=O)CC(C)(C)C3)cc1OC (configuration not stated)	-10.4	0.3	-7.6	-84.5	-4.8	-0.8	-1.2	-117.0	-3.5	-3.2
Cc1[nH]nc(-c2ccc(O)c(C)c2O)c1Oc1ccccc1	-0.1	15.2	-3.2	0.1	3.1	9.2	19.2	-0.6	8.3	-0.3

Screens from PubChem.
